miR122 inh: miR-122 inhibition in Huh7 cells. Huh7 miR-122 Renilla luciferase sensor, 48 h; neutral wells = 0, positive control = 100. activation (reporter increase), % at 12.5 µM. 340,000 compounds, 0.3% hits. AID 602342;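 active = mean replicate activation score at least 90 and every replicate individually at or above 90; inconclusive = only one of the two criteria met; inactive = neither criterion met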;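 also: higher luciferase means less miR-122 activity so hits act as miR-122 inhibitors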
DENV2 CPE rescue: DENV2-induced cell death inhibition. CPE inhibition, % at 9.99 µM. DENV2-infected cells, cytopathic effect rescue, plate reader. 350,000 compounds, 1.7% hits; in the data active = CPE inhibition above about 20%, passing the limit was not always enough; inconclusive = no clear call, values can overlap the other calls; tested in BHK-21 cells;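 also: 0% = median of neutral control wells and 100% = median of positive control wells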
SIRT5 block: blocks human SIRT5 desuccinylation of peptide; Q9NXA8; Purified SirT5, succinyl-peptide AMC, trypsin-coupled fluorescence; inhibition, % at 15 µM; 330,000 compounds, 1.1% hits; AID 652115; in the data active = inhibition above about 15%; inconclusive = no clear call, values can overlap the other calls
Target sequence (Q9NXA8 whole entry, looked up): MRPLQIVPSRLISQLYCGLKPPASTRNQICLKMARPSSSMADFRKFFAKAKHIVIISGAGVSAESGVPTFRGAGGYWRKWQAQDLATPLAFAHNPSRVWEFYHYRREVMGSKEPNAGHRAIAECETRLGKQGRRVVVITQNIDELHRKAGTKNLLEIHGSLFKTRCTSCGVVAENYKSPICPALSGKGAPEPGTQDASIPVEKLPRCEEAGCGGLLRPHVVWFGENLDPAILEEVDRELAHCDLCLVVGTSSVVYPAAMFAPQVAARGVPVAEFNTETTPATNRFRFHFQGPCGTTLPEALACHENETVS
ERAP1 inh: inhibitors of human ERAP1 aminopeptidase; Q9NZ08; recombinant ERAP1, Leu-AMC fluorescence, 60 min; inhibition, % at 10.7 µM; 340,000 compounds, 0.15% hits;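 active = mean replicate inhibition of at least 30%, or all replicates individually reaching that 30% level; inactive = mean below 30% and not every replicate reaching it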;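 also: 0% = neutral control wells and 100% = L-leucinethiol positive control wells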
ERp5 block: ERp5 (human) disulfide isomerase inhibition. ERp5 insulin aggregation, absorbance 650 nm, 90 min. inhibition, % at 9.99 µM. 350,000 compounds, 0.05% hits. AID 651711;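 active = mean replicate inhibition above about 25%, with every replicate also reaching it, limit read from the data, passing the limit was not always enough; inconclusive = only one of those two criteria met; inactive = neither criterion met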
Target sequence (Q15084 whole entry, looked up): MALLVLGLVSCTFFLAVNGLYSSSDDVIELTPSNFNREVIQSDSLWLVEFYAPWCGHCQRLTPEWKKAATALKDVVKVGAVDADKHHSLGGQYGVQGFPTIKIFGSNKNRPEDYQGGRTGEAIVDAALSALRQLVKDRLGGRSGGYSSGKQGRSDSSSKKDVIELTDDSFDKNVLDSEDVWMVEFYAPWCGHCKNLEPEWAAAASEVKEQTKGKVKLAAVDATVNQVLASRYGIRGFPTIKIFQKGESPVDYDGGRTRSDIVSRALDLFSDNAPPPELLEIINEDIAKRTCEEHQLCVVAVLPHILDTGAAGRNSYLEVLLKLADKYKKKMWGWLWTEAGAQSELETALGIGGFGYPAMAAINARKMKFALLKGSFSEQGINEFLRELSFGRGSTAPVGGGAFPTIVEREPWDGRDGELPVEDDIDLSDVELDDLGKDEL
F508del corr: correctors of CFTR F508del function in bronchial epithelial cells | CFBE cells, YFP halide quenching; stimulated with forskolin plus potentiator P3; % fluorescence drop versus neutral controls | activity (quench increase), % at 7.58 µM | 350,000 compounds, 0.36% hits;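 active = mean added fluorescence quench of at least 8% versus neutral control, with both replicates also reaching 8%; inconclusive = only one of the mean or replicate conditions met; inactive = mean below 8% and not both replicates reaching 8%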;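 also: cells transiently co-express mutant CFTR-F508del with the halide-sensitive YFP; corrector assay measuring rescue of mutant channel to the surface after 24 h compound exposure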
Casp6 inh: blocks human caspase-6 cleavage activity | P55212 | purified caspase-6, Z-VEID-R110 cleavage fluorescence | inhibition, % at 12.5 µM | 350,000 compounds, 0.53% hits | AID 686996;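 active = mean inhibition across replicates at least about 35%, with every replicate also reaching that limit, limit read from the data; inconclusive = only one of the two criteria met; inactive = neither criterion met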;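 also: 0% = median of neutral control wells and 100% = no fluorescence left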
Target sequence (P55212 24-179 limits assumed): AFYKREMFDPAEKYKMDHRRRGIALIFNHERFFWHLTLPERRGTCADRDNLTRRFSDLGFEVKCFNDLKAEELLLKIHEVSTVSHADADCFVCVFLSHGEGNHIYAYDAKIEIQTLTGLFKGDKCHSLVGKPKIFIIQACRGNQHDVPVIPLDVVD
Target sequence (P55212 194-293 limits assumed): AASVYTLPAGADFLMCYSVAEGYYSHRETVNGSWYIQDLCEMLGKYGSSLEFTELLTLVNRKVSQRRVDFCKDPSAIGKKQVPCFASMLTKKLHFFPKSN
* marks the source's active call; other numbers are inactive results; ? = inconclusive; / = no result given; & = joins results of further samples; [ ] = another dose, or the depositor's remark.

#	SMILES	Casp6 inh	miR122 inh	SIRT5 block	DENV2 CPE rescue	F508del corr	ERAP1 inh	ERp5 block
1	O=S(=O)(O)C(=Cc1ccccc1)c1ccccc1 (tested in a mixture with another compound)	-5	/	-2	-5	-5.7	0	1
2	CN1CC[C@@]2(C)c3cc(O)ccc3N(C)[C@@H]12	17	-4&-3	1&2	6&10	-5.2&1.3	-1&0	-1&1
3	CCOP(=O)(OCC)/C(C#N)=C/c1ccc(Br)cc1	4	/	3	-2	1.3	-2	2
4	CNC(=O)O/N=C(\N)Cc1csc2ccccc12	0	/	-3	2	0.6	-3	4
5	CCc1nccc2c1[nH]c1ccccc12	0	-6	-40	-11	1.6	-25	9
6	CN1C2CCC1CC(OC(=O)c1ccc(Cl)cc1)(C(=O)O)C2 (configuration not stated)	4	/	1	-8	/	1	-10
7	S=c1[nH]c2ccccc2[nH]1	-2	/	0	0	0.8	/	1
8	O=C(Nc1ccc(Cl)c(Cl)c1)c1ccco1	0	6	0	1	-2.5	12	5
9	N#Cc1ccc2nc(-c3ccc(CN4CCC(n5c(=O)[nH]c6cc(Cl)ccc65)CC4)cc3)c(-c3ccccc3)nc2c1	-1	/	5	-13	-4.2	-2	-5
10	CCOC(=O)C(O)(c1ccc(NC(=O)NC)cc1)C(F)(F)F (configuration not stated)	-1	-8	-7	4	0.6	4	2
11	O=C1NC(=O)N(CCc2ccc(F)cc2)C(=O)/C1=C/C=C/c1ccccc1	-2	-3	-6	-2	-2.4	3	3
12	N#CC1c2ccccc2-n2nncc2CN1S(=O)(=O)c1ccc(Cl)cc1 (configuration not stated)	-3	3	/	-7	-1.5	/	-1
13	Cc1ccc(CNCCc2ccc(F)cc2)s1	0	0	-1	6	2.2	-5	1
14	Cc1nc2ccccc2c(=O)n1-c1ccc(Cl)cc1Cl	-4	-13	6	-3	-2.8	-4	-2
15	O=c1[nH]c(=O)n(-c2ccc(F)cc2)c(O)c1C=NCCN1CCCCC1	-3	/	3	7	0.2	3	1
16	Cc1ccsc1C(=O)C1CCCN(Cc2sc(N(C)C)nc2Cl)C1 (configuration not stated)	0	-15	0	-1	-0.6	4	-3
17	CCOC(=O)c1cc2cc(OC)ccc2n1C1CCN(Cc2ccccc2)CC1	-2	/	-5	35*	4.4	-2	4
18	CCOP(=O)(OCC)C(NC(=O)c1cccc(C)c1)C(Cl)(Cl)Cl (configuration not stated)	-5	/	-1	-1	-1.3	0	3
19	COc1ccc(CCNCc2sccc2C)cc1OC	0	1	-3	-3	1.2	8	4
20	FC(F)(F)c1ccc(NC2=NCCCS2)cc1	-2	5	-10	1	3.0	-2	7
21	c1ccc(-c2nc3ccccc3nc2-c2ccc(CN3CCC(n4nnc5ccccc54)CC3)cc2)cc1	-1	/	/	-5	-1.3	2	-2
22	COc1ccc2[nH]cc(CCN(C)C)c2c1	-4	4	-6	4	-3.4	-1	0
23	CCOC(=O)C1(CCCc2ccccc2)CCN(C2CCC2)CC1	1	35	1	-2	-0.5	-1	2
24	Cc1cccc(OCC(O)CN2CC2)c1 (configuration not stated)	-1	-10	-6	6	-0.9	-5	3
25	O=C1CC(=O)N(c2ccccc2)C(=O)N1c1ccccc1	0	0	2	1	-1.2	1	6
26	CCCCn1c(=O)c(C(=O)Nc2ccccn2)c(O)c2ccccc21	0	2	-2	-4	0.3	-1	3
27	CCOC(=O)c1ccc(NC(=O)N2C[C@@H]3C[C@@H](C2)c2cccc(=O)n2C3)cc1	4	-24	0	5	0.7	0	9
28	COc1cc(CNCCc2ccc3c(c2)OCO3)ccc1O	-2	-7	-2	9	-2.1	-1	?
29	Cc1ccc2c(c1)C1CN(C)CCC1N2C(=O)c1cccnc1Cl (configuration not stated)	-5	1	-1	5	-1.6	7	-5
30	NC(Cc1nc2ccccc2[nH]1)c1ccc(Cl)cc1 (configuration not stated)	-2	-9	-4	-6	-1.5	1	4
31	COC(=O)[C@@H]1[C@@H](CO)[C@@H]2Cn3c(ccc(-c4ccc(F)cc4)c3=O)[C@H]1N2Cc1ccccc1	-1	-2[16.7 µM]	-2	-6	2.3	6	1
32	O=C1/C(=C/c2cccnc2)N2CCC1CC2	1	2	1	5	1.3	3	4
33	CCCC[N+]12CCC(CC1)C(Cc1ccccc1)C2 (configuration not stated)	-2	8	-7	-3	1.9	/	8
34	CCOP(=O)(Cc1cc(C(=O)CC)c(C)o1)OCC	-2	2	-3	-1	0.1	-1	6
35	Cc1c(C(=O)C(=O)N2CCC3(CC2)OCCO3)c2ccccc2n1C	-1	-6	-3	9	-2.8	2	0
36	CCOC(=O)[C@@H]1[C@@H]2NC(=S)N(C)[C@@]1(COCc1ccc(OC)cc1)Oc1ccccc12	-3	/	1	2	2.2	4	3
37	CC(C)(C)C(=O)OC[N+](C)(C)CCOC(=O)C(O)(c1ccccc1)C1CCCC1 (configuration not stated)	-4	/	-2	-8	-0.4	2	2
38	O=C(Cc1cccnc1)N1CCCCN2[C@@H](CO)[C@H](c3ccc(C#CC4CC4)cc3)[C@@H]2C1	0	20[16.7 µM]	3	15	-4.6	4	0
39	O=C(/C=C/c1ccc2c(c1)OCO2)c1c(O)n(CCC2=CCCCC2)c(=O)[nH]c1=O	6	/	-1	14	/	-1	1
40	O=C(COc1ccccc1Cl)N1CCCC(N2CCN(c3ccc(F)cc3)CC2)C1 (configuration not stated)	1	-3	-3	0	-0.1	0	0
41	CCOC(=O)c1ccc2c(c1)n(Cc1ccccc1)c(C)[n+]2CC	-2	-3	-1	3	2.6	9	-2
42	CCOc1cc(C2C(C#N)=C(N)Oc3c2c(=O)oc2ccccc32)ccc1OC(=O)c1cccs1 (configuration not stated)	-2	/	2	-9	1.1	-4	8
43	O=C(Cc1ccccn1)N1CCCCN2[C@H](CO)[C@H](c3ccc(-c4ccccc4F)cc3)[C@H]2C1	-4	8[16.7 µM]	11	-8	-1.3	0	1
44	CC1CCN(C(CC(=O)c2ccccc2)C(=O)c2ccccc2)CC1 (configuration not stated)	0	33	1	-7	-0.8	-2	-7
45	CC1(C)N2CC3([N+](=O)[O-])CN1CC([N+](=O)[O-])(C2)C3	-3	/	-1	-8	-0.3	/	3

Quoted from the listing.
miR122 inh, #29 stands at 1
F508del corr, #2 stands at -5.2&1.3
Casp6 inh, #41 stands at -2

Part of the list above, set out differently.
19) COc1ccc(CCNCc2sccc2C)cc1OC
20) FC(F)(F)c1ccc(NC2=NCCCS2)cc1
21) c1ccc(-c2nc3ccccc3nc2-c2ccc(CN3CCC(n4nnc5ccccc54)CC3)cc2)cc1

| assay / compound | 19 | 20 | 21 |
| --- | --- | --- | --- |
| Casp6 inh | 0 | -2 | -1 |
| miR122 inh | 1 | 5 | / |
| SIRT5 block | -3 | -10 | / |
| DENV2 CPE rescue | -3 | 1 | -5 |
| F508del corr | 1.2 | 3.0 | -1.3 |
| ERAP1 inh | 8 | -2 | 2 |
| ERp5 block | 4 | 7 | -2 |

Later entries
#	SMILES	Casp6 inh	miR122 inh	SIRT5 block	DENV2 CPE rescue	F508del corr	ERAP1 inh	ERp5 block
46	COc1ccc(SCC2CN(C)CCC2c2ccc(F)cc2)cc1 (configuration not stated)	3	/	-2	25*	2.1	7	-1
47	O=C(c1ccc(F)cc1)N1CCC2(CC1)OCCO2	-2	-8	0	5	1.2	2	3
48	CC(C)c1ccc(N2C(=O)NC(=O)/C(=C/c3cnc(-c4ccccc4)nc3)C2=O)cc1	0	/	1	-6	/	2	-5
49	NC(N)=N/N=C/c1ccc(N(c2ccccc2)c2ccccc2)cc1	63*	/	-3	3	-2.3	-33	-2
50	CC12CCC3C(CC=C4CC(O)CCC43C)C1C/C(=C\c1ccccc1F)C2=O (configuration not stated)	1	/	0	8	/	-4	-5
51	CC(=O)O[C@@]12CO[C@@H]1C[C@H](O)[C@@]1(C)C(=O)[C@H](O)C3=C(C)[C@@H](O)C[C@@](O)([C@@H](OC(=O)c4ccccc4)C12)C3(C)C (some centres not stated)	-4	21	4	9	3.2	-1	0
52	COC(=O)[C@@H]1[C@@H](CO)[C@@H]2Cn3c(ccc(C4=CCCCC4)c3=O)[C@H]1N2CC1CCCC1	-2	4[16.7 µM]	6	3	0.6	1	-2
53	COc1ccc2c(c1)C1(C(=O)O)CC=CCC1(C(=O)O)C2 (configuration not stated)	2	/	/	6	0.5	29	1
54	O=c1[nH]c(=S)[nH]c(O)c1/C=C1/C=c2ccccc2=N1	7	10	-1	1	-4.2	4	1
55	COc1ccc(CNC(=O)CCC(=O)N2C[C@H]3C[C@H](C2)c2cccc(=O)n2C3)cc1	2	4	1	11	-1.4	0	0
56	O=c1[nH]c(=O)n(CCC2=CCCCC2)c(O)c1/C=N/Nc1cccc2ccccc12	1	/	-2	-3	-3.5	-1	8
57	COc1cc(CNCCc2c[nH]c3ccccc23)cc(OC)c1	-7	-14	-1	-5	-2.2	0	5
58	COC1=C[C@@H]2C3=C([C@@H]2C1=O)[C@@H](NC(C)=O)CCc1cc(OC)c(OC)c(OC)c13	1	-7	1	-4	-10	1	4
59	COC(=O)c1ccccc1N=Cc1c(O)[nH]c(=O)[nH]c1=O	5	6	-5	-2	-3.6	-1	4
60	COc1ccc(OP(=O)(Nc2ccccc2)Nc2ccccc2)cc1	-1	/	0	-4	-2.4	0	2
61	C[C@]12CCC3C(CC[C@H]4C[C@@H](O)[C@H](O)C[C@]34C)C1CC[C@@H]2O (some centres not stated)	5	0	-1	2	2.2	2	3
62	CN1C(=O)C(Cc2ccc(OCc3ccccc3)cc2)C(=O)N(C)C1=O	1	-6	-5	-2	-0.1	2	6
63	COc1cccc([C@@]2(O)CCCC[C@@H]2CN(C)C)c1	0	/	-4	-1	0.8	4	3
64	CCC(=NCc1cccnc1)c1c(O)n(-c2ccc(Cl)cc2)c(=O)[nH]c1=O	-2	/	-3	2	2.4	-1	-3
65	O=C(C(=C1N(Cc2ccc(Cl)nc2)CCN1Cc1ccc(Cl)nc1)[N+](=O)[O-])C(Cl)Cl	36*	10	-8	5	0.4	3	-6
66	C=CCCC1(CC)C(=O)NC(=S)NC1=O	0	/	3	3	-2.1	-1	-1
67	COCCNC(=O)N1[C@H]2CC[C@@H]1C(C(=O)OC)=C(c1ccc(OC)c(OC)c1)C2	-4	0	-6	-2	0.8	-1	-7
68	Cc1ccc(N2Cc3ccccc3-n3nncc3C2)cc1	0	/	0	-10	-0.3	2	-2
69	CC(C)(C)c1cc(OC(=O)Cc2ccccc2)ccc1O	4	-6	-3	-1	-1.6	2	-2
70	CCN(C(=O)COC(=O)Cc1ccccc1)c1c(N)n(Cc2ccccc2)c(=O)[nH]c1=O	-1	-12	-1	1	1.1	3	1
71	Nc1ccc(Br)cc1	-4	-1	-1	0	-1.7	-2	7
72	c1ccc(CCCN2CCN(CCOC(c3ccccc3)c3ccccc3)CC2)cc1	7	-4	-4	-5	-16	0	-2
73	O=C(Cc1cccnc1)N1CCCCN2[C@H](CO)[C@@H](c3ccc(C#CC4CCCC4)cc3)[C@@H]2C1	-3	6[16.7 µM]	4	7	0.7	4	-4
74	CC(=O)N[C@@H]1CC[C@@]2(O)[C@H]3Cc4ccc(O)c5c4[C@@]2(CCN3CC2CC2)[C@@H]1O5	4	-3	/	?	-0.4	-6	4
75	CCn1ccnc1CN1CCCC(C(=O)c2ccc(OC)cc2OC)C1 (configuration not stated)	-8	-4	14	-3	3.7	-5	-3
76	N#CC1=C(N)Oc2c(c(=O)sc3ccccc23)C1c1cccnc1 (configuration not stated)	6	2	-1	3	5.4	0	-1
77	CSc1ncc(/C=C2/C(=O)NC(=O)N(c3ccc(C)cc3)C2=O)cn1	5	/	-2	-1	-1.5	7	5
78	COC(=O)C1=C(c2ccc(OCc3ccccc3)cc2)C[C@@H]2CC[C@H]1N2C(=O)NCc1ccc2[nH]ccc2c1	-4	-2	-3	10	1.0	-2	3
79	Cn1c(O)c(/C=N/N2CCCCC2)c(=O)[nH]c1=O	1	/	2	5	/	0	1
80	O=C(CN1CCCCC1)c1ccccc1F	0	/	-7	-1	1.5	-1	-1
81	O=C(O)[C@H]1NC[C@H]2C[C@H]21	3	-4	-3	-5	-1.3	0	1

A portion of the library, so the mix of outcomes need not match the whole.
